Screening results deposited in PubChem BioAssay by The Scripps Research Institute Molecular Screening Center.
LYPLA2 inh: blocks human lysophospholipase 2, a PME1 counter-screen; recombinant LYPLA2, FP-Rh probe fluorescence polarization; inhibition, % at 5.9 µM; actives 0.38% (n = 320,000);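 active = inhibition above the screen-wide mean plus 3 SD, limit set per campaign, cut at about 26% in these data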;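 note: 0% = LYPLA2 with DMSO and 100% = wells lacking LYPLA2 enzyme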
Target sequence (O95372 whole entry, looked up): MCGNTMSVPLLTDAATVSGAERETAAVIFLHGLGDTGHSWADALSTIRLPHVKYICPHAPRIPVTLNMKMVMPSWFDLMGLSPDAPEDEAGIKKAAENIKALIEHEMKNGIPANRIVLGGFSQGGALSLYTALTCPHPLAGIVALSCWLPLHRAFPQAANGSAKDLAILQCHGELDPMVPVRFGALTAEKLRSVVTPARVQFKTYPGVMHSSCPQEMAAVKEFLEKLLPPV
pPAFAH inh: pPAFAH (human) enzyme inhibition; actives 1.5% (n = 330,000); recombinant pPAFAH, FP-rhodamine probe fluorescence polarization; inhibition, % at 3.39 µM; Q13093; AID 463082;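 active = inhibition above the mean inhibition across the screen plus 3 SD, cut at about 25% in these data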;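 note: inhibitors block binding of the rhodamine activity-based probe so polarization drops; 0% = enzyme with DMSO and 100% = wells lacking pPAFAH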
Target sequence (Q13093 whole entry, looked up): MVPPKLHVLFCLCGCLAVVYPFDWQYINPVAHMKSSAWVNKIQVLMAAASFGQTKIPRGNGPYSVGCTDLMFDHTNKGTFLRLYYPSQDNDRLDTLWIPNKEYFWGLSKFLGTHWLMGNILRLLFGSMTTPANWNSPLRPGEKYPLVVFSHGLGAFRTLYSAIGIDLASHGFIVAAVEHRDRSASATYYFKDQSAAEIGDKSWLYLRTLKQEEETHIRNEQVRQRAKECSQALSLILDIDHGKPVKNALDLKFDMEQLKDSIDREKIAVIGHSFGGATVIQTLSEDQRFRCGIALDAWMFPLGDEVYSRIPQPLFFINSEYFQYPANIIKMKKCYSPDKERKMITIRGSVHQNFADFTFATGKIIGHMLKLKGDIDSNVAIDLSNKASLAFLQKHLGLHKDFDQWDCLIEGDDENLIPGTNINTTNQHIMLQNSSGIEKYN
GSTO1 inh: counter-screen for RBBP9 inhibitors: inhibitors of human GSTO1; AID 1974; P78417; inhibition, % at 5.96 µM; actives 1.1% (n = 300,000); recombinant GSTO1, activity-based probe fluorescence polarization;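 active = inhibition above the campaign mean inhibition plus 3 SD, cut at about 35% in these data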;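 note: 0% = GSTO1-1 with DMSO and 100% = wells lacking GSTO1-1 enzyme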
PAFAH1B3 FP inh: inhibitors of human PAFAH1B3; inhibition, % at 3.39 µM; recombinant PAFAH1B3, FP-rhodamine probe, fluorescence polarization; actives 0.28% (n = 340,000); Q15102;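 active = inhibition above the screen-wide average of all tested compounds plus 3 SD, cut at about 25% in these data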;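 note: 0% = enzyme with DMSO only and 100% = wells lacking PAFAH1B3 protein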
PREPL inhibitor: inhibits the human prolyl oligopeptidase-like enzyme | inhibition, % at 5.96 µM | recombinant PREPL, fluorescence polarization activity-based probe | actives 0.68% (n = 320,000) | Q4J6C6; in the data active = inhibition above about 43%;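 note: 0% = enzyme with DMSO and 100% = wells lacking enzyme; many of its hits are not listed in these tables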
PME-1 primary: PME-1 (human) inhibition; Q9Y570; recombinant PME-1, FP-Rh probe fluorescence polarization; inhibition, % at 5.9 µM; actives 0.53% (n = 320,000); AID 2130;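 active = inhibition above the campaign mean of all compounds plus 3 SD, cut at about 26% in these data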;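 note: competitive labeling of PME-1 active site by serine hydrolase directed probe; 0% = PME-1 with DMSO and 100% = wells lacking PME-1 enzyme; inhibitors block probe labeling so polarization falls and inhibition rises; many of its hits are not listed in these tables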
PAFAH1B2 FP inh: inhibitors of human PAFAH1B2; P68402; recombinant PAFAH1B2, FP-rhodamine activity probe, fluorescence polarization; inhibition, % at 3.39 µM; actives 1.2% (n = 340,000); AID 492953;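 active = inhibition above the mean of all tested compounds plus 3 SD, cut at about 24% in these data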;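 note: 0% = enzyme with DMSO and 100% = wells lacking PAFAH1B2; many of its hits are not listed in these tables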
LYPLA1 counter: counter-screen for PME1 inhibitors: inhibitors of human LYPLA1; O75608; AID 2174; actives 0.16% (n = 320,000); recombinant LYPLA1, FP-Rh probe fluorescence polarization; inhibition, % at 5.9 µM;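 active = inhibition above the mean of all tested compounds plus 3 SD, set per campaign, cut at about 14% in these data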;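 note: inhibitors block serine hydrolase probe labeling of LYPLA1 so polarization falls; 0% = enzyme with DMSO and 100% = wells lacking LYPLA1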
Target sequence (O75608 whole entry, looked up): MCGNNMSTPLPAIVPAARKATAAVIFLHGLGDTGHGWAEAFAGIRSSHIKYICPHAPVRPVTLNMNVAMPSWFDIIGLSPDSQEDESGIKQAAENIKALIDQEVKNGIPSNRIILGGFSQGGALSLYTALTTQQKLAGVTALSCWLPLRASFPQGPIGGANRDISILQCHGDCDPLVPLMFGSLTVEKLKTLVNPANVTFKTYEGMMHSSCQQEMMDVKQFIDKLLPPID
PAD4 inh: inhibitors of human PAD4; Q9UM07; recombinant PAD4, RCA probe fluorescence polarization; inhibition, % at 6.36 µM; actives 0.41% (n = 330,000); AID 485272;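 active = percent inhibition above a cutoff equal to the mean of all tested compounds plus 3 SD, cut at about 15% in these data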;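 note: 0% = PAD4 with RCA probe and DMSO and 100% = probe without PAD4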
* hit, by the source's call; . = no result given. An excerpt. The share of hits here may be higher or lower than overall.

SMILES | LYPLA2 inh | pPAFAH inh | GSTO1 inh | PAFAH1B3 FP inh | PREPL inhibitor | PME-1 primary | PAFAH1B2 FP inh | LYPLA1 counter | PAD4 inh
CN(C)Cc1nnnn1-c1ccccc1 | -3 | 4 | -4 | 2 | 2 | -1 | 1 | -3 | -3
CN1CCN(C(=O)C2CCC(CNS(=O)(=O)c3cccc4cccnc34)CC2)CC1 (configuration not stated) | 3 | 0 | 2 | 16 | 5 | 1 | -2 | 1 | -1
O=c1[nH]nc(Cc2ccc(Cl)cc2Cl)c2ccccc12 | 8 | 6 | -4 | 1 | 8 | -4 | 10 | -1 | -2
O=C(CN1C(=O)c2ccccc2S1(=O)=O)Nc1ncccn1 | -3 | 3 | -5 | 0 | -2 | 5 | 2 | 3 | 0
Cc1c(-c2ccccc2)sc(N)c1C(=O)N1CCOCC1 | 9 | 5 | -1 | 7 | -4 | -3 | 3 | 1 | 0
FC(F)(F)c1ccc(/C=N/n2c(COc3ccccc3)n[nH]c2=S)cc1 | 0 | 6 | -8 | 4 | 3 | 11 | 13 | 0 | 2
O=C(Cn1ccnc1[N+](=O)[O-])NCc1ccccc1 | -2 | 4 | -1 | 2 | -3 | -4 | 2 | 1 | 0
Cc1cccc(C)c1NC(=O)C(C)N1CCCC1 (configuration not stated) | 4 | 1 | 2 | -4 | 15 | -3 | 4 | 1 | -8
COc1ccc(N2C(=O)CSC2c2cccc(F)c2)c(OC)c1 (configuration not stated) | -2 | 5 | 0 | 3 | -8 | 3 | 12 | -3 | 4
Cc1cc(C)nc(SCCCNCc2c(F)cccc2Cl)n1 | 2 | -2 | -1 | 6 | -2 | -12 | 1 | -2 | -1
O=C(Nc1ccccn1)c1ccc(NC(=O)c2ccco2)cc1 | 3 | 6 | -6 | 9 | 5 | 4 | 1 | 2 | -1
O=C(CNC(=O)Cc1ccc(Cl)cc1)NCC(=O)N1CCCCC1 | -4 | 2 | -3 | 6 | 2 | 0 | 0 | -4 | -3
CC(OC(=O)CNC(=O)c1sc2ccccc2c1Cl)C(=O)NC1(C#N)CCCCC1 (configuration not stated) | 3 | 5 | . | -3 | 34 | 7 | -1 | -2 | 1
Nc1ccc(S(=O)(=O)N2CCCc3ccccc32)cc1 | -1 | -1 | -2 | 8 | -9 | -5 | 5 | 0 | 2
O=[N+]([O-])c1ccc(N2CCN(c3ccc(O)cc3)CC2)cn1 | 5 | 15 | 16 | 10 | 12 | -2 | 9 | -1 | -1
Nc1ccc(S(=O)(=O)NNC(=O)C(=O)NNc2ccccn2)cc1 | -2 | 7 | 5 | 9 | 2 | 7 | 1 | 1 | 2
CN(CCO)C(=O)CCC(=O)Nc1ccc(S(N)(=O)=O)cc1 | -1 | 7 | -5 | -3 | 10 | -3 | 2 | -3 | 1
COc1cc(N2C(=O)CSC2=S)cc(OC)c1OC | -10 | 2 | 0 | -13 | -10 | -10 | -4 | -6 | -32
COc1ccc(/C=C2\CCOC2=O)cc1 | 5 | 5 | 10 | -3 | 0 | -6 | 4 | -1 | 5
CC1(C)CC(=O)N(CC(=O)O)c2ccccc2S1 | -3 | -1 | -2 | 2 | 3 | 0 | 8 | 2 | -1
COc1cc(CNCCO)cc(Br)c1OCc1cccs1 | 4 | 2 | 7 | 3 | -23 | -3 | 5 | 1 | -3
O=C(Nc1ccc(N2CCCCCC2)cc1)c1cccc(S(=O)(=O)N2CCOCC2)c1 | -2 | -1 | . | 7 | 5 | 6 | 5 | -3 | -9
CN1CCc2c(sc3c2C(=O)NC(c2ccccc2)N3)C1 (configuration not stated) | -1 | 5 | 0 | 7 | 5 | -5 | 2 | -3 | 2
CCN(CC)CCCNc1nc2cc(OC)c(OC)cc2c2nc(-c3ccccc3)nn12 | 3 | 3 | -11 | 1 | 17 | -5 | 1 | -4 | -6
NC(=O)C1(N2CCCCC2)CCN(C(=O)c2ccc(C#CC3(O)CCCCC3)cc2)CC1 | 8 | 5 | 2 | -2 | -11 | 0 | 2 | 1 | 0
O=C(CCc1[nH]c2ccccc2c1Sc1ccccc1)NCCO | 7 | 2 | 6 | -1 | 2 | 4 | 3 | -1 | 0
COc1ccc(COc2ccc(S(=O)(=O)N3CCCC3)cc2C(N)=O)cc1F | -2 | 3 | 4 | -1 | -5 | 10 | 3 | 0 | 1
CC(C)(C)NC(=O)NC(=O)COC(=O)COc1ccc2c(c1)CCC2 | 3 | 14 | -2 | 0 | -7 | -4 | 2 | 1 | 1
CCC(=NCCc1ccc(OC)c(OC)c1)c1ccccc1O | 8 | 4 | -2 | -4 | 8 | -2 | 2 | 3 | 5
OCCC1CN(Cc2cccc3c2OCO3)CCN1C1CCCCC1 (configuration not stated) | 5 | 7 | 4 | -4 | 2 | 1 | -3 | -1 | -1
O=[N+]([O-])c1cc(S(=O)(=O)N2CCCC2)ccc1O | 3 | 3 | -1 | -9 | 4 | 2 | -1 | -1 | 1
Cn1cc(/C=C(\NC(=O)c2ccccc2)C(=O)N2CCOCC2)c2ccccc21 | -3 | 5 | -1 | 4 | 1 | 1 | 7 | 2 | -6
CCCOc1ccc(C(=O)Nc2ccc(NC(=O)c3cccs3)cc2)cc1 | 0 | 1 | 1 | -4 | 3 | 6 | -2 | -3 | -3
Cc1ccccc1OCCn1c(=S)[nH]c2c(N)ncnc21 | 12 | 4 | 4 | 4 | 9 | 0 | 2 | 4 | 1
CCc1noc(C)c1C(=O)N1CCN(S(=O)(=O)c2ccc(Cl)s2)CC1 | 12 | 1 | 4 | 5 | 7 | 1 | 4 | 4 | -2
Cc1c(Cl)ccc2c(C(=O)NC(C)c3ccncc3)cc(-c3ccncc3)nc12 (configuration not stated) | -7 | 2 | -3 | . | -8 | 1 | . | -14 | -3
O=C(NCc1ccc(F)cc1)C1CCN(S(=O)(=O)c2cccc3nonc23)CC1 | -3 | 5 | 4 | -5 | 3 | -3 | 4 | -3 | -2
CN(CC(=O)Nc1ccccc1C(F)(F)F)C(=O)c1cccc(-n2cccc2)c1 | 1 | 7 | 2 | 7 | 6 | -2 | 3 | -3 | 2
O=C(COc1cccnc1[N+](=O)[O-])Nc1ncc(Cl)cc1Cl | 4 | 24 | . | 3 | 42 | 9 | 7 | -1 | 2
COC(=O)c1cnc2c(C(F)(F)F)cccc2c1OC | -5 | -4 | 8 | 3 | 13 | 0 | 0 | -3 | 1
CC1CC(=O)N(CC(=O)Nc2cccc(F)c2)c2ccccc2S1(=O)=O (configuration not stated) | -4 | -5 | -7 | 10 | 2 | -4 | -1 | -2 | 7
COc1ccc(-c2nnc(SCC(=O)Nc3ccccc3OC)o2)cc1 | -3 | -3 | 4 | 0 | 8 | -2 | 0 | -2 | 2
CC1(C)CC(=O)C=C(C(=O)N2CCCC(C(=O)c3cccc(C(F)(F)F)c3)C2)O1 (configuration not stated) | 5 | 8 | 0 | 0 | 25 | 0 | 0 | 0 | 3
c1ccc(-n2cccc2CNC2CCCCC2)cc1 | 2 | -4 | 7 | . | -6 | -6 | . | -3 | 1
COC(=O)c1ccc(COC(=O)C(CCS(C)(=O)=O)N2C(=O)c3ccccc3C2=O)cc1 (configuration not stated) | -1 | 0 | -7 | 2 | 0 | -3 | 0 | 1 | -3
CC(=O)Nc1cccc(NC(=O)c2cc3ccccc3o2)c1 | -4 | -1 | -6 | 5 | -7 | -7 | -1 | -4 | 1
CNC(=S)Nc1ccc([N+](=O)[O-])cc1 | -9 | -8 | -4 | 8 | -1 | -5 | -4 | -4 | -7
N#CC1C(=O)NC(N2CCN(c3ccccc3)CC2)=NC12CCCCC2 (configuration not stated) | 3 | 5 | 8 | 1 | 14 | 1 | -3 | -1 | 0
Cc1cccc(CSC2=CS(=O)(=O)c3ccccc3N2)c1 | 5 | -7 | 0 | 0 | -9 | -4 | 6 | -4 | 0
Cc1ccc(S(=O)(=O)/C(C#N)=C/c2c(N3CC(C)OC(C)C3)nc3c(C)cccn3c2=O)cc1 (configuration not stated) | -4 | 1 | -5 | 10 | -16 | -8 | -2 | -5 | -6
CCC(C)(C)C1CCc2[nH]nc(C(=O)NCC3CC3)c2C1 (configuration not stated) | -2 | 1 | 2 | 6 | -5 | 2 | 20 | -3 | -3
Cc1ccnc(NC(=O)c2ccc(Br)s2)c1 | 1 | -1 | 0 | 2 | -10 | 1 | 7 | -2 | 3
CCC(=O)c1ccccc1OCCCn1cncn1 | 2 | 3 | -4 | 4 | -1 | 2 | 2 | 3 | 2
Brc1ccc2nc(-c3c[nH]c4ccccc34)cn2c1 | 7 | 13 | -8 | -3 | 40 | 20 | 3 | 3 | -7
Cn1c(=O)c2cn(Cc3ccc(Cl)cc3)cc2n(C)c1=O | 0 | -6 | -3 | 5 | 24 | -4 | 19 | -1 | -2
COc1ccc(Cc2nc(C)cc(Cl)n2)cc1[N+](=O)[O-] | 1 | 1 | 6 | 0 | 18 | -2 | 2 | 2 | 2
CN1C(=O)C2(c3ccccc31)c1c(oc3ccccc3c1=O)C(=O)N2CCCO (configuration not stated) | 2 | 5 | -9 | 6 | -1 | 4 | 4 | 0 | -3
Cc1ccc(CNC(=O)CS(=O)(=O)c2cn(CC(=O)N3CCOCC3)c3ccccc23)cc1 | 0 | 8 | 0 | 4 | -2 | -2 | 11 | 3 | 2
Cc1cccc(N2CCN(C(=O)c3csc4ccccc34)CC2C)c1 (configuration not stated) | 1 | 2 | 3 | 8 | 10 | -1 | 3 | 0 | -4
O=C(C(=O)N1CCOCC1)c1cn(CC(=O)N2CCc3ccccc3C2)c2ccccc12 | 2 | 7 | 5 | 1 | 29 | 4 | -2 | 1 | -4
More results.
SMILES | LYPLA2 inh | pPAFAH inh | GSTO1 inh | PAFAH1B3 FP inh | PREPL inhibitor | PME-1 primary | PAFAH1B2 FP inh | LYPLA1 counter | PAD4 inh
Cc1ccc(-c2nc3ccccc3c(C(=O)NCc3cccs3)c2C)cc1 | -1 | 3 | -1 | 3 | -5 | -3 | 3 | -4 | -1
CC(=O)N(Cc1cc(=O)[nH]c2ccccc12)c1cccc(C)c1 | -10 | 2 | 3 | 7 | -7 | 3 | -2 | -5 | 53*
COc1ccc(/C=C/C(=O)NC(=S)NNC(=O)c2cccnc2)cc1 | 7 | 4 | 0 | 8 | 12 | 1 | -2 | 4 | 1
CC(C)Nc1nc(-c2ccccc2)nc(-n2ccnc2)n1 | -3 | -1 | 0 | -5 | 12 | 13 | -2 | -2 | 3
Cc1ccc(OCC(=O)Nc2sc3c(c2C#N)CCC3)cc1C | -4 | 4 | 5 | -1 | -2 | 1 | 5 | 0 | 2
COc1ccc(NC(=O)N2CCC(C(=O)c3ccc(F)cc3)CC2)cc1 | 4 | 9 | 6 | 6 | 17 | 2 | 3 | 3 | 2
CCOC(=O)C1=C(CC)Nc2ccccc2N/C1=N\S(=O)(=O)c1ccccc1F | -3 | 1 | . | 7 | 14 | 5 | 2 | 2 | -7
Cn1ncc(N2CCN(S(=O)(=O)c3ccc(Br)cc3)CC2)c(Cl)c1=O | -10 | -5 | 1 | 9 | 2 | 7 | 23 | -2 | -1

Looked up by compound from the entries so far:
SMILES | LYPLA2 inh | pPAFAH inh | GSTO1 inh | PAFAH1B3 FP inh | PREPL inhibitor | PME-1 primary | PAFAH1B2 FP inh | LYPLA1 counter | PAD4 inh
CC(C)Nc1nc(-c2ccccc2)nc(-n2ccnc2)n1 | -3 | -1 | 0 | -5 | 12 | 13 | -2 | -2 | 3
Cc1ccc(OCC(=O)Nc2sc3c(c2C#N)CCC3)cc1C | -4 | 4 | 5 | -1 | -2 | 1 | 5 | 0 | 2
